ST2 IL33 inh = IL1RL1 inhibition; Q01638; AlphaLISA ST2-Fc/biotin-IL-33 interaction, 1 h; inhibition, % for hits at 17 µM; hit rate 2.3% among 78,000; AID 1259354; in the data active means inhibition above about 30%; inconclusive means mostly about 10% to 28%
Target sequence (Q01638 whole entry, looked up): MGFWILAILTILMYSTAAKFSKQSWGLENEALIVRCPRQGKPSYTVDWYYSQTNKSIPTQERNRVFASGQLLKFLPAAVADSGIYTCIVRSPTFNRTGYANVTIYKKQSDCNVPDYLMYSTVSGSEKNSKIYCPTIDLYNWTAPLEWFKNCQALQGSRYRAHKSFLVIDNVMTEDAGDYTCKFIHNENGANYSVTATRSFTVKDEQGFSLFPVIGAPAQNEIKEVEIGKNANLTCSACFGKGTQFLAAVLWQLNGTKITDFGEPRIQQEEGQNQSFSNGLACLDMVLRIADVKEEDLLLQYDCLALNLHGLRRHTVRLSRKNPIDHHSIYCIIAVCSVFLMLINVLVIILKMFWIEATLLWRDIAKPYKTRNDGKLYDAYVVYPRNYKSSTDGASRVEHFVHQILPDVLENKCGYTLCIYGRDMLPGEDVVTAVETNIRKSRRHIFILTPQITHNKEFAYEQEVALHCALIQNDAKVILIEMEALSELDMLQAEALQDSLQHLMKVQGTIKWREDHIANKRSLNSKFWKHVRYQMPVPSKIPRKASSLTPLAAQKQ
An asterisk follows results filed as active; i = inactive; ? = inconclusive.

SMILES	ST2 IL33 inh
c1nc(N2C[C@@H]3[C@H](C2)[C@H]2CC[C@@H]3O2)c2cc[nH]c2n1	?
CN1CCN2CCN(S(=O)(=O)c3cn(C)cn3)CC2C1=O (stereo not given)	i
Cc1nn(CCCC(=O)Nc2sc3c(c2C(N)=O)CCC(C)C3)c(C)c1[N+](=O)[O-] (stereo not given)	i
COc1ccc(Cl)cc1NC(=O)c1c(-c2c(F)cccc2Cl)noc1C	i
Cc1ccc(S(=O)(=O)N(CC(N)=O)Cc2c(F)cccc2Cl)cc1	i
CNC(=O)c1[nH]nc2c1C(CCSC)CC(=O)N2 (stereo not given)	?
Cc1ccc(F)c(C(=O)NC(C)c2nnc3n2CCNCC3)c1Cl (stereo not given)	i
O=C(c1scc2c1CCCC2)N1CCCC(Nc2ccc(F)cc2)C1 (stereo not given)	i
C=CCSC1=C(C#N)C(c2ccccc2)C(C(=O)OC)C(=O)N1 (stereo not given)	i
CCCn1cnc2sc(C(=O)Oc3ccc(Cl)cc3)c(C)c2c1=O	?
Nc1nc(-c2cc3cc(Br)ccc3oc2=O)cs1	?
COc1ccc(CCNc2oc(COc3ccccc3F)nc2C#N)cc1OC	?
COCCNC(=O)C1CCCN(C2CCN(c3ncccc3C(=O)O)CC2)C1 (stereo not given)	i
Cc1ccsc1C(=O)N1CCCC(C(=O)Nc2cccc(-c3cc4ccccc4[nH]3)c2)C1 (stereo not given)	?
Cc1ccc2nsnc2c1S(=O)(=O)NCc1cccnc1	?
O=C(Nc1c(F)cc(F)cc1Br)c1noc2c1CCCC2	?
CCC(C(=O)O)N1C(=O)c2ccccc2C1=O (stereo not given)	i
CCOC(=O)C1=C(C)Nc2nc(SCc3ccccc3)nn2C1c1cc(OC)ccc1OC (stereo not given)	i
COc1ccc(CNC(=O)CCCn2nc(C)c([N+](=O)[O-])c2C)cc1	i
CCO[C@]1(O)CC(n2cc([N+](=O)[O-])nc2C)[C@H]2CO[C@@H]1O2 (stereo not given in full)	i
CCn1c(C2CCCN(C(=O)c3cc(-n4cccc4)ccc3O)C2)nn(C)c1=O (stereo not given)	i
O=C(NCc1cccc(CNC(=O)c2cccc(F)c2)c1)c1cccc(F)c1	i
COc1ccccc1CN(CN1C(=O)c2ccccc2C1=O)CN1C(=O)c2ccccc2C1=O	?
CC(C)(C)c1nnc(Nc2ccc(Cl)cc2)[nH]c1=O	i
COCC(=O)NCCc1nc2ccccc2[nH]1	i
Next results follow:
SMILES	ST2 IL33 inh
C=CCN(Cc1ccccc1OC)C(=O)c1ccc(Cl)s1	?
COc1ccc(Cl)cc1NC(=O)CCCn1nc([N+](=O)[O-])c(Cl)c1C	i
CCC(C)OC(=O)C1=C(C)NC2=C(C(=O)C(C(=O)OC)C(C)C2)C1c1cccc(OC)c1OC (stereo not given)	i
O=C(c1cc2ccccc2o1)N1CCN=C1SCc1cccc([N+](=O)[O-])c1	?
Cc1cccc(C(C(=O)NCCSc2n[nH]c(C)n2)N(C)C)c1 (stereo not given)	i
CCOC(=O)c1coc(N2CCCC3(CC2)CN(C)C(=O)O3)n1 (stereo not given)	i
O=C(Nc1ccc2c(c1)OCO2)c1cc(-c2cccs2)on1	?
COc1cccc(-c2nnc(NC(=O)c3ccc(S(=O)(=O)N4COCC4(C)C)cc3)o2)c1	i
O=C1CSC(c2ccc(Br)cc2)N1Cc1ccco1 (stereo not given)	i
COCC1CCCN(Cc2ccc3c(c2)CN(Cc2cccn2-c2cccnc2)CCO3)C1 (stereo not given)	i
Cc1csc2ncc(C(=O)NCc3ccccc3Cl)c(=O)n12	i
Cc1cc(OCCNCCO)ccc1C(C)C	i
O=C(CN1C(=O)c2ccc([N+](=O)[O-])cc2C1=O)Nc1cc(Cl)ccc1C(=O)O	?
Cc1ccc(Cl)cc1N1CCN(S(=O)(=O)c2ccc3c(c2)CCC(=O)N3)CC1	i
Nc1ncnc(N2CCN(c3ccccc3Cl)CC2)c1[N+](=O)[O-]	i
CCCCCC(=O)N(CN1C(=O)c2ccccc2C1=O)c1cccc(C(=O)O)c1	?
CC(C)(C)CC(NC(=O)c1ccc(-n2cnnc2)cc1)c1cccnc1 (stereo not given)	i
O=c1cc2cc(O)[nH]c(=O)c2c(O)[nH]1	47.0%*
CC1(C)CC[C@]2(C(=O)O[C@@H]3O[C@H](CO)[C@@H](O)[C@H](O)[C@H]3O)CC[C@]3(C)C(=CCC4[C@@]5(C)CC[C@H](O[C@@H]6O[C@H](C(=O)O)[C@@H](O)[C@H](O[C@@H]7O[C@H](CO)[C@H](O)[C@H](O)[C@H]7O)[C@H]6O)C(C)(C)C5CC[C@]43C)C2C1 (stereo not given in full)	?
CCc1ccc(C(=O)Nc2nccs2)cc1	i
O=c1cc(-c2ccccc2)nc(NO)[nH]1	i
c1cc(Nc2cccc3nccnc23)c2nccnc2c1	40.0%*
COc1ccc(NC(=O)CCS(=O)(=O)c2cccc3nsnc23)c(OC)c1	?
Cn1ccnc1SCCNC(=O)c1ccc2nc(C3CC3)oc2c1	?
Cc1ccc(O)c(N=Cc2cc(Br)cc(Cl)c2O)c1	?

Grouped by structure: the compounds so far containing a thiophene ring, fused or not
SMILES	ST2 IL33 inh
Cc1nn(CCCC(=O)Nc2sc3c(c2C(N)=O)CCC(C)C3)c(C)c1[N+](=O)[O-] (stereo not given)	i
O=C(c1scc2c1CCCC2)N1CCCC(Nc2ccc(F)cc2)C1 (stereo not given)	i
CCCn1cnc2sc(C(=O)Oc3ccc(Cl)cc3)c(C)c2c1=O	?
Cc1ccsc1C(=O)N1CCCC(C(=O)Nc2cccc(-c3cc4ccccc4[nH]3)c2)C1 (stereo not given)	?
C=CCN(Cc1ccccc1OC)C(=O)c1ccc(Cl)s1	?
O=C(Nc1ccc2c(c1)OCO2)c1cc(-c2cccs2)on1	?

By substructure, the compounds so far with bromine
SMILES	ST2 IL33 inh
Nc1nc(-c2cc3cc(Br)ccc3oc2=O)cs1	?
O=C(Nc1c(F)cc(F)cc1Br)c1noc2c1CCCC2	?
O=C1CSC(c2ccc(Br)cc2)N1Cc1ccco1 (stereo not given)	i
Cc1ccc(O)c(N=Cc2cc(Br)cc(Cl)c2O)c1	?

Next section
SMILES	ST2 IL33 inh
COc1ccc(S(=O)(=O)N2CCN(c3nc(C)cc(Nc4ccc(C)cc4)n3)CC2)cc1C	?
COc1cccc(-c2nnc(NC(=O)c3ccc(S(=O)(=O)N4CCC(C)CC4)cc3)o2)c1	?
Cn1c(=O)c2c(nc(Oc3ccc4c(c3)OCO4)n2Cc2ccccc2)n(C)c1=O	?
O=C(c1ccccc1Br)N1CCCCCC1	i
COc1ccc(N2C(=O)C3C4C=CC(C4)C3(C)C2=O)cc1 (stereo not given)	?
COc1cc(C(=O)Nc2ccc(-c3nc4cc(C)ccc4o3)c(O)c2)cc(OC)c1OC	i
CC1=NN(c2ccccc2)C(=O)/C1=C/c1ccccc1OCc1ccc(C(=O)O)cc1	i
Cc1ccc(-n2nc3c(c2NC(=O)C2CC2)CSC3)c(C)c1	i
O=c1[nH]nc(Cc2ccncc2)c2ccccc12	i
Cc1ccc(NC(=O)c2cccs2)c(C)c1	i
O=C(Nc1cccc([N+](=O)[O-])c1)[C@H]1[C@H](C(=O)O)[C@H]2C=C[C@@H]1C2	i
Cc1ccc(OCc2occc2C(=O)N2CC[C@H](CO)[C@@H](O)C2)cc1	i
O=C(O)CC(NC(=O)CC12CC3CC(CC(C3)C1)C2)C(F)(F)F (stereo not given)	i
Cc1cnn(CCC(=O)N2CCC(=O)N(CC3CC3)C(C(C)C)C2)c1 (stereo not given)	i
COc1ccc(CCC(=O)NCCc2cccc(Cl)c2)cc1	i
Cc1ccc(-n2cccn2)c(CN2CCC(n3nccc3NC(=O)C3CC3)CC2)c1	?
COc1cc2c(cc1OC)C(COc1ccc3c(C)cc(=O)oc3c1)N(C(=O)C1CCCC1)CC2 (stereo not given)	i
Cc1ccc(NC(=O)c2c(N)sc3c2CCC3)cc1	i
CC(=O)C1=C(C)Nc2ncnn2C1c1ccc(Cl)cc1 (stereo not given)	i
CCN1Cc2nc(OC)c(CNC(=O)c3cc(C(C)C)no3)cc2C1=O	i
Cc1cccc(NS(=O)(=O)c2c(C)n[nH]c2C)c1C	i
Cc1nc2sc(C(c3ccc(Cl)cc3)N3CCCC(C)C3)c(O)n2n1 (stereo not given)	i
CC(C)OC(=O)C(C)Oc1ccc2c(=O)c(Oc3ccc(C(C)(C)C)cc3)coc2c1 (stereo not given)	i
CCCCOc1ccc2c(CCC)cc(=O)oc2c1	i
CN1C[C@@H](NS(=O)(=O)c2ccccc2)C[C@H]1c1nc(-c2ccc(F)cc2)no1	?

Two records drawn at random from the list so far, as already listed:
SMILES	ST2 IL33 inh
Cc1ccc(NC(=O)c2c(N)sc3c2CCC3)cc1	i
O=C(O)CC(NC(=O)CC12CC3CC(CC(C3)C1)C2)C(F)(F)F (stereo not given)	i

The main list resumes, starting 5 compounds before the break.
SMILES	ST2 IL33 inh
Cc1cccc(NS(=O)(=O)c2c(C)n[nH]c2C)c1C	i
Cc1nc2sc(C(c3ccc(Cl)cc3)N3CCCC(C)C3)c(O)n2n1 (stereo not given)	i
CC(C)OC(=O)C(C)Oc1ccc2c(=O)c(Oc3ccc(C(C)(C)C)cc3)coc2c1 (stereo not given)	i
CCCCOc1ccc2c(CCC)cc(=O)oc2c1	i
CN1C[C@@H](NS(=O)(=O)c2ccccc2)C[C@H]1c1nc(-c2ccc(F)cc2)no1	?
COc1ccc(C2=N/C(=C\c3ccc(Cl)c(Cl)c3)C(=O)O2)cc1[N+](=O)[O-]	i
O=C(NCc1ccccc1Cl)C(NS(=O)(=O)c1cccs1)c1ccccc1 (stereo not given)	i
O=C(O)c1ccc(C2CCN(C(=O)c3cccc(-c4ncc[nH]4)c3)C2)cc1 (stereo not given)	i
CCOc1ccc(-c2nnc3cccc(Cl)n23)cc1OC	41.0%*
CCCN(Cc1cnc(S(C)(=O)=O)n1CC1CCCO1)CC1CC1 (stereo not given)	i
C=CCN(CC=C)C(=O)CNC1CCN(S(C)(=O)=O)CC1	i
CC(C)=CCCC(C)CN1CCN(CCOCCO)CC1 (stereo not given)	i
COC(=O)c1c(C(C)=O)cnc2ccc(Br)cc12	i
CC(C)CN(CCNC(=O)C1CC(=O)N(c2ccc(F)c(Cl)c2)C1)CC(C)C (stereo not given)	i
CC1=C(C#N)C(c2cccc(Cl)c2Cl)C2=C(CC(C)(C)CC2=O)N1 (stereo not given)	i
COc1ccc(C2C(C(N)=O)=C(C)Nc3ncnn32)cc1 (stereo not given)	i
CNC(=O)[C@@H]1C[C@@H](N)CN1C(=O)c1ccc2scnc2c1	i
CC(C)c1ccc(NC2CCCN(c3cncc(C(=O)N(C)C)n3)C2)cc1 (stereo not given)	?
CCNc1ncc(C(=O)N(C)C2CCCc3ccccc32)cn1 (stereo not given)	?
O=C(O)c1ccc(N2C(=O)c3nccnc3C2=O)cc1	i
COc1ccc(C2C(C(=O)NC3CCCC(C)C3C)CC(=O)N2c2ccc(OC)cc2)cc1 (stereo not given)	i
Cc1ccc2[nH]nc(C(=O)N3CCCC(CCc4ccccc4C)C3)c2c1 (stereo not given)	?
c1n[nH]c(SCCNC2CCC3(CCNCC3)CC2)n1	i
CCc1ccc(-c2cn(-c3ccc(C)c(Cl)c3)c(=O)[nH]2)cc1	i
Cc1nc2sccn2c(=O)c1CCN1CCC(=C(c2ccccc2)c2ccc(F)cc2)CC1	i
CCn1cc(C(=O)N2CCOCC2)c(=O)c2cc(S(=O)(=O)N3CCOCC3)ccc21	i
C=CCN1C(=O)CSc2ccc(C(=O)O)cc21	i
CN(CCCNS(=O)(=O)c1cccc2cccnc12)Cc1ccccc1	i
CCOc1ccc(N(C(C)C(=O)NCc2ccco2)S(C)(=O)=O)cc1 (stereo not given)	i
COc1cc(C(=O)ON=C2CCSCC2)cc(OC)c1OC	i
Next entries:
SMILES	ST2 IL33 inh
CCCOC(=O)C1=C(C)NC2=C(C(=O)C(C(=O)OC)C(C)C2)C1c1ccccc1OC(C)C (stereo not given)	i
O=C(c1ccc2nc3ccc(Cl)cc3c(=O)n2c1)N1CCN(c2ncccn2)CC1	i
O=C(C1CCN(S(=O)(=O)c2ccc(F)cc2)CC1)N1CCOCC1	i
CC1CC(NC(=O)c2ccc(Br)cc2)CC(C)(C)C1 (stereo not given)	i
Cc1cnc(C)c(N2CCC3(CCCO3)CC2)n1	i
C/C=C(\C)C(=O)OC1C(C)C2(O)C(C=C(CO)CC3(O)C(=O)C(C)=CC32)C2C(C)(C)C12OC(=O)C(C)C (stereo not given)	i
O=C(CSc1nc2ccccc2c(=O)n1CCc1ccccc1)NCc1ccco1	i
CCOC(=O)N1CCN(C2CCCN(Cc3cn[nH]c3-c3ccc(Cl)cc3)C2)CC1 (stereo not given)	i
Cc1ccccc1CN(CC1CCCO1)C(=O)CCN1CCCCO1 (stereo not given)	?
COc1ccc(OC)c(S(=O)(=O)NC2CCCCC2)c1	i
O=C(c1cccc(C(F)(F)F)c1)C1CCCN(Cc2c[nH]c(=O)[nH]c2=O)C1 (stereo not given)	i
Cn1ccnc1SCCNC(=O)C1CCC(=O)N(C2CCCCCC2)C1 (stereo not given)	i
CCOc1ccc(N2CC(NC(=O)C3CC3)CC2=O)cc1 (stereo not given)	i
c1ccc2c(CCNc3ncnc4nc[nH]c34)c[nH]c2c1	?
C/C(=C\C#N)CCc1ccccc1	?
O=C(CCc1nc2sc3c(c2c(=O)[nH]1)CCCC3)N1CCCCC1	?
Cc1c(C(=O)N2CCNCC2C(=O)N2CCOCC2)sc2ccccc12 (stereo not given)	?
O=C1CN(CC(=O)N2CCCC(Nc3cccc(F)c3)C2)C(=O)N1 (stereo not given)	?
COc1cccc(OC)c1C(=O)NCc1nc2cccnc2n1Cc1ccc(C)cc1	i
Cc1occc1C(=O)NCc1cccnc1N1CCCCCCC1	?
CC(=O)NC(Cc1ccccc1)C(=O)NC(C)(C)C(=O)NC(C)(C)C(=O)NC(C)(C)C(=O)NC(C(=O)NCC(=O)NC(CC(C)C)C(=O)NC(C)(C)C(=O)NC(C)(C)C(=O)N1CC(O)CC1C(=O)NC(CCC(N)=O)C(=O)NC(C)(C)C(=O)N1CC(O)CC1C(=O)NC(C)(C)C(=O)NC(CO)Cc1ccccc1)C(C)C (stereo not given)	i
COc1ccc(Cl)cc1-c1nc(-c2nonc2N)no1	i
Cc1n[nH]c(=O)nc1N1CCc2ccccc2C1	i
Cc1cccc(OCC(O)CN2C(=O)NC(C)(C)C2=O)c1 (stereo not given)	i

An excerpt, so the mix of outcomes need not match the whole.
